# Assay outcomes (PubChem BioAssay)
# FEN1 inhibitor: blocks human flap endonuclease 1 | Potency, µM (top dose mostly 114 µM), without a hit: at the top dose activity change, negative = inhibition, hits mostly inhibitors | P39748 | Recombinant FEN1 flap cleavage, fluorescence, 15 min | 390,000 compounds, 0.35% hits; also: nearly all actives have a fitted effect of over 65% in size
# Target sequence (P39748 whole entry, looked up): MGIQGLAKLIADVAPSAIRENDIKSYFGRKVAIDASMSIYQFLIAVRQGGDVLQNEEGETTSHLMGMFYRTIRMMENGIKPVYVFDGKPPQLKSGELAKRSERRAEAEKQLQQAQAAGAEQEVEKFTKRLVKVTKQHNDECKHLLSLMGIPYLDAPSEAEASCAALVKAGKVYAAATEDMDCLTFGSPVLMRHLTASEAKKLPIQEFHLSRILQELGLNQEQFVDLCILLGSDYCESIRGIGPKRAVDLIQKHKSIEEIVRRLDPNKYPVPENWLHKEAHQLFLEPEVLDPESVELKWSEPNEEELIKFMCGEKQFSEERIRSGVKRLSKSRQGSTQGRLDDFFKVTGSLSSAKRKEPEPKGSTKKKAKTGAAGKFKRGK
#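 Recombinant FEN1 (10 nM) was preincubated with pin-transferred compounds for 15 min at room temperature, then flap DNA substrate (50 nM final) was added. Plates were read at 0 and 15 min, and normalized concentration–response data were fitted to a four-parameter Hill equation.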
# KAT2A inh: GCN5L2 (KAT2A) acetyltransferase inhibition; Q92830; GCN5L2 HAT assay, ThioGlo1 CoA-SH fluorescence; Potency, µM (titrated, usually from 58.9 µM), without a hit: at the top dose activity change, negative = inhibition, hits mostly inhibitors; 390,000 compounds, 0.21% hits
#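 qHTS, 1536-well. 20nM enzyme, pH 7.5 HEPES/EDTA/Tween-20 buffer; 15 min compound preinc., RT. Start: 75uM H3(1-25), 70uM AcCoA, 50uM ThioGlo1. Read Ex340/Em540 at t=0 (autofluorescence flag) and t=20 min.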
# N370S GC: inhibits or activates N370S mutant glucocerebrosidase; P04062; N370S GC spleen homogenate, 4MU-glucoside fluorescence; Potency, µM (top dose mostly 59.4 µM), without a hit: at the highest dose activity change, negative = inhibition, usual class: inhibitors; 330,000 compounds, 0.092% hits;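 also: 0% = full enzyme activity and -100% = no enzyme basal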
# An asterisk follows results filed as active; ? = inconclusive; · = no result given; & = joins results of further samples; [ ] = dose if it differs, or a comment. Calls follow the shape of the dose curve; as a rule, active = well fitted curve in the direction sought with a large enough effect; inconclusive = small, poorly fitted or top-dose-only effect, or another doubt; inactive = no such curve, though single readings can be large; an effect the other way counts as inactive or inconclusive. Unless noted, % is scaled to controls: 0 for no effect and ±100 for the full control effect; potency is read from the fitted curve at half-maximal effect.
SMILES,FEN1 inhibitor,KAT2A inh,N370S GC
C=CC[C@@H](CC(=O)NCCO)C(=O)N[C@H](C)COC(=O)[C@@H](CC=C)CC(=O)OC(C)(C)C,6%,0%,·
O=c1c2cc3ccccc3n2cnn1Cc1ccccc1F,-18%,7%,4%
O=C(NCc1ccncc1)C1=NN(c2ccccc2)C(=O)CC1,7%,-7%,20%
O=C(COC(=O)C1=COCCO1)Nc1ccccc1OC(F)F,4%,-4%,2%
COc1cc(C(=O)N=c2sc3ccccc3n2C)cc(OC)c1OC,-5%,-5%,-5%
CCS(=O)(=O)c1ccc(O)c(NC(=O)COc2ccccc2)c1,-2%,-4%,·
O=C1CN(C(=O)COC(=O)[C@@H]2CC(O)CN2S(=O)(=O)c2ccc(Cl)cc2)c2ccccc2N1 (some centres undefined),7%,-4%,·
c1ccc(-c2ccc(-c3nccc4ccccc34)[nH]2)cc1,·,-14%,17%
COc1cc(OC)cc(C(=O)NNC(=O)c2cc3ccccc3cc2O)c1,12%,-1%,-5%
COCc1cc(C)n(CC(=O)Nc2cccc(C(C)=O)c2)c(=O)c1C#N,4%,-5%,·

# Next part, starting with the last 2 of the part before.
SMILES,FEN1 inhibitor,KAT2A inh,N370S GC
COc1cc(OC)cc(C(=O)NNC(=O)c2cc3ccccc3cc2O)c1,12%,-1%,-5%
COCc1cc(C)n(CC(=O)Nc2cccc(C(C)=O)c2)c(=O)c1C#N,4%,-5%,·
Cc1oc(S(=O)(=O)N2CCCCC2)cc1NC(=O)Nc1ccc(F)cc1,18%,-10%,-12%
O=C(N/C(=C\c1ccc(Br)cc1)C(=O)N1CCOCC1)c1ccc(Br)o1,-6%,-2%,-3%
CSc1nc2sc3c(c2c(=O)[nH]1)CCC3,12%,0%,7%
Nn1c(SCC(=O)NC(=O)NCc2ccccc2)nnc1C1CC1,11%,2%,22%[2.35 µM]
O=C1c2ccccc2C(=O)N1CCCON1C(=O)c2ccccc2C1=O,-2%,-3%,21%
Cc1nn(C)c(C)c1CNC(=O)Nc1cccc(Cl)c1C,0%,0%,4%
COc1ccc(C(=O)NC(c2ccccc2Cl)c2cc(Cl)c3cccnc3c2O)cc1 (centres undefined),7%,-4%,·
CCOc1ccc(C(=O)NCC(=O)N2CCCCCCC2)cc1OCC,-14%,2%,-23%
Cn1c(=O)c2c(nc(CN3CCC(Cc4ccccc4)CC3)n2CCN2CCOCC2)n(C)c1=O,7%,-6%,0%
Cc1nn(-c2ccccc2)nc1C(=O)OCC(=O)N1CCC(C)CC1,-8%,3%,·
COc1ccc(-c2nc3cnc(N4CCN(C)CC4)nc3n(CCC#N)c2=O)cc1,·,?,-1%
COc1ccc(N2CCN(C(=O)C3COc4ccccc4O3)CC2)cc1 (centres undefined),-5%,-2%,0%
Cc1cc(C)c(NC(=O)C2CCCN2CCOC(=O)c2ccccc2)c(C)c1 (centres undefined),-5%,1%,1%
Fc1ccc(N2CCN(Cc3nnc(-c4ccccc4)o3)CC2)cc1,1%,-3%,-1%
O=C(NCc1ccccn1)C(C(=O)c1ccc(F)cc1)n1ccccc1=O (centres undefined),-12%,-6%,-1%
O=C(Nc1ccc(Br)cc1)c1cccnc1N1CCCCC1,-1%,-8%,4%
COc1nc(NC(C)C)nc(N(C#N)CN2C(=O)c3ccccc3S2(=O)=O)n1,13%,0%,16%
COc1ccc(-c2oc3ncn4nc(COc5ccccc5)nc4c3c2-c2ccc(OC)cc2)cc1,-2%,-20%,-8%
COc1ccc(/C=C(\C#N)C(=O)Nc2cccc(C)n2)cc1,6%,?,-15%
CCCCN1C2=C(C(=O)CCC2)C(c2ccc(Cl)c(Cl)c2)C2=C1c1ccccc1C2=O (centres undefined),-5%,?,4%
COCCn1nnnc1CN1CCC(NC(=O)Nc2cccc(OC)c2)CC1,-5%,0%,21%
Cc1ccc(C)c(NC(=O)CN2CCCN(Cc3cccc(Cl)c3)S2(=O)=O)c1,5%,-8%,·
COc1ccccc1-c1nc(NC2CC2)c2ccccc2n1,·,-7%,-16%
O=C(Nc1ccc(F)cc1)[C@H](Cc1ccccc1)N1Cc2ccccc2C1=O,-8%,-4%,·
NC(=O)c1ccc(NC(=O)CN2CCN(C(=O)c3ccco3)CC2)cc1,2%,3%,-11%
Cc1ccc(C#CC(C)(O)C(C)(C)C)cn1 (centres undefined),18%,0%,5%
Cc1ccc(S(=O)(=O)N2CCN(C(=O)NCc3ccc(C(=O)O)cc3)CC2)cc1,11%,-3%,-13%
O=C(O)/C=C/C(=O)Nc1ccc(S(=O)(=O)N2CCCC2)cc1,16%,-7%,5%
COc1cccc(C(=O)CSc2nccn2C)c1,5%,-2%,-2%
O=C(NCc1nnc(SCC(=O)N2CCN(c3ccccc3)CC2)o1)c1c(F)cccc1F,-3%,-3%,0%

# Full records, quoted from the list. Order of screens: FEN1 inhibitor | KAT2A inh | N370S GC
# Shown for COc1ccc(-c2nc3cnc(N4CCN(C)CC4)nc3n(CCC#N)c2=O)cc1 → · | ? | -1%
# Shown for COc1nc(NC(C)C)nc(N(C#N)CN2C(=O)c3ccccc3S2(=O)=O)n1 → 13% | 0% | 16%
# Shown for O=C1CN(C(=O)COC(=O)[C@@H]2CC(O)CN2S(=O)(=O)c2ccc(Cl)cc2)c2ccccc2N1 (some centres undefined) → 7% | -4% | ·
# Shown for CSc1nc2sc3c(c2c(=O)[nH]1)CCC3 → 12% | 0% | 7%
# Shown for COCCn1nnnc1CN1CCC(NC(=O)Nc2cccc(OC)c2)CC1 → -5% | 0% | 21%

# The listing picks up with the six entries that preceded the break.
SMILES,FEN1 inhibitor,KAT2A inh,N370S GC
NC(=O)c1ccc(NC(=O)CN2CCN(C(=O)c3ccco3)CC2)cc1,2%,3%,-11%
Cc1ccc(C#CC(C)(O)C(C)(C)C)cn1 (centres undefined),18%,0%,5%
Cc1ccc(S(=O)(=O)N2CCN(C(=O)NCc3ccc(C(=O)O)cc3)CC2)cc1,11%,-3%,-13%
O=C(O)/C=C/C(=O)Nc1ccc(S(=O)(=O)N2CCCC2)cc1,16%,-7%,5%
COc1cccc(C(=O)CSc2nccn2C)c1,5%,-2%,-2%
O=C(NCc1nnc(SCC(=O)N2CCN(c3ccccc3)CC2)o1)c1c(F)cccc1F,-3%,-3%,0%
OCC[C@H]1C[C@H](O)[C@@H](O)[C@@]2(Cc3ccccc3CO2)O1,-4%,1%,0%
CCc1nc2ccccc2c(C(=O)OCC(=O)NCc2ccc3c(c2)OCO3)c1C,-27%,-3%,-7%
Cn1ccnc1SCCNC(=O)CCc1nnc(CCCCc2ccccc2)o1,5%,12%,-3%
COCCNC(=O)c1ccc(C)cc1C,-2%,-10%,-2%
CCc1c(C)sc(NC(=O)c2ccco2)c1C(=O)N1CCOCC1,-1%,-1%,-3%
Cc1ccc(CCNC(=O)CCn2nc(-c3ccc(C)cc3)ccc2=O)cc1,37%[activator],1%,·
CCCCOc1ccc(C(=O)Nc2ccc(N3CCN(C(C)=O)CC3)cc2)cc1,0%,-11%,3%
CCOc1ccc(/C=N/NC(=O)c2ccccc2C)cc1CN1CC2CC(C1)c1cccc(=O)n1C2 (centres undefined),2%,-2%,·
Cc1sc(NC(=O)c2cccs2)c(C(=O)OC(C)C)c1C,0%,-9%,11%
Cc1ccccc1N1CC(C(=O)N2CC(C)OC(C)C2)CC1=O (centres undefined),-9%,-5%,3%
Cc1ccc(-n2cccc2/C=C2/C(=N)N3C(=NC2=O)SN=C3S(C)(=O)=O)cc1Cl,?,-18%,-4%
CCOC(=O)C1=C(c2ccccc2)c2ccc(OC)cc2N(S(=O)(=O)C(F)(F)F)C1C(=O)OCC (centres undefined),?,-12%&-12%,6%
Cc1ccc(Cl)cc1Nc1nc(-c2sc(NC(=O)C(C)(C)C)nc2C)cs1,-1%,0%,2%
COc1ccc(NC(=O)C2CCC(N3C(=O)C4C5C=CC(C5)C4C3=O)CC2)cc1 (centres undefined),-3%,-1%,9%
Cc1ccc(S(=O)(=O)CCC(=O)Nc2ccccc2Cl)cc1,-1%,2%,-7%
COc1ccc(N(CC(=O)Nc2cc(OC)cc(OC)c2)S(=O)(=O)c2c(C)noc2C)cc1,-10%,-12%,·
CCc1cccc(NC(=O)C2CCC(CNS(=O)(=O)c3csc(C(N)=O)c3)CC2)c1 (centres undefined),-2%,2%,·
O=S(=O)(c1ccccc1)N1N=C(c2cccs2)CC1c1ccc(Br)cc1 (centres undefined),-14%,-1%,14%
Cc1cc(-c2ccc(S(=O)(=O)N3CCN(c4ccc(Cl)cc4)CC3)s2)on1,0%,-2%,·
Cc1ccc(S(=O)(=O)c2c(C)nn(C(C)(C)C)c2OC(=O)C2CCCC2)cc1,-16%,-3%,?
Oc1ccc(-c2cn3ccccc3n2)cc1,13%,-3%,-3%
Cc1ccc2nc(SCC(=O)NC(=O)NCc3ccco3)[nH]c2c1,-13%,-4%,19%
CCc1ccccc1NC(=O)C1CCCN(c2nccc(C)n2)C1 (centres undefined),-4%,-5%,-8%
CNC(=O)C(=O)Nc1cc2c3c(c1)CCN3C(=O)CC2,13%,-5%,-8%
O=C(NC12CC3CC(CC(C3)C1)C2)c1ccc([N+](=O)[O-])o1,14%,2%,-7%
CC(C)C(NC(=O)c1ccc(C(C)(C)C)cc1)C(=O)N1CCCC1 (centres undefined),-1%,-4%,-9%
Cc1ccc(SCC(=O)OC(C)C(=O)NCc2ccccc2)cc1C (centres undefined),8%,-5%,0%
O=C(NCc1cccs1)c1nn2cccnc2c1Cl,4%,-2%,-1%
CC(=O)Nc1nc2n(n1)C(c1ccc(Cl)cc1)C=C(C)N2 (centres undefined),-13%,-11%,?
CCCc1nn(C)c2c(=O)[nH]c(-c3ccccc3OCC)nc12,5%,-8%,3%
CC(=O)c1cccc(NC(=O)NC(C)c2ccc3c(c2)OCO3)c1 (centres undefined),15%,-2%,-7%
CC1(C)O[C@@H]2[C@H](O1)[C@@H](COS(=O)(=O)O)O[C@H]2n1cnc2c(=O)[nH]cnc21,-15%,2%,·
O=C(COc1ccc(C(=O)NCC2CCCO2)cc1)Nc1cccc(C(F)(F)F)c1 (centres undefined),-2%,-18%,-12%
N#Cc1c(N)n(-c2ccc(N)cc2)c2nc3ccccc3nc12,-14%,-3%,-3%
C=C1CCN(C(Cc2ccccc2)C(=O)N2CCOCC2)S(=O)(=O)c2ccccc21 (centres undefined),-15%,·,-4%
CCCN(Cc1cc2cc(C)ccc2[nH]c1=O)C(=O)c1cccc(OC)c1,-1%,-9%,4%
COc1cccc(C(=O)Nc2c(F)c(F)c(F)c(F)c2F)c1,0%,0%,-1%
COc1ccc(C(=O)NCC2OCCc3ccccc32)cc1 (centres undefined),1%,-9%,-15%

# Rewritten tab-delimited: entries from further up
molecule	FEN1 inhibitor	KAT2A inh	N370S GC
C=C1CCN(C(Cc2ccccc2)C(=O)N2CCOCC2)S(=O)(=O)c2ccccc21 (centres undefined)	-15%	·	-4%
CCCN(Cc1cc2cc(C)ccc2[nH]c1=O)C(=O)c1cccc(OC)c1	-1%	-9%	4%
